High-throughput results (PubChem BioAssay)
Pf Dd2 inh = qHTS Primary assay for Inhibitors of Plasmodium falciparum Dd2 growth in vitro; P. falciparum Dd2 growth, SYBR Green, 72 h; Potency, µM (highest dose often 28.9 µM), without a hit: at the highest dose activity, negative = inhibition, actives largely listed as inhibitors; hit rate 4.3% among 120,000; AID 1347417, 2020; active = well fitted inhibition curve with a large enough effect; inconclusive = small, poorly fitted or top-dose-only effect; inactive = no such curve, though single readings can be large or run the other way;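 note: plate controls were DMSO vehicle for no effect and reference drug for full effect; nearly all actives have a fitted effect of over 65% in size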
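Readout: SYBR Green fluorescence, 485 nm excitation, 535 nm emission, after ~16 h lysis at 37C. Before that, Dd2-infected red cells (2.5% hematocrit) grew 72 h with compound, 29 uM top final concentration.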
Numbers without * were called inactive; i = inactive; ? = inconclusive; [ ] = another dose, or the depositor's remark. Potency is the fitted concentration of half-maximal effect. Only part of the results is shown (hit frequency here may not be typical).

molecule,Pf Dd2 inh
CC1=C[C@@H](CNC(=O)c2ccccc2)[C@H](C(C)C)C[C@H]1CC(=O)N1CCN(C)CC1,i
COC(=O)c1ccc2nc(CO[C@H]3CN(C(C)=O)C[C@H]3F)[nH]c2c1,1.8%[44.1 µM]
O=C(c1cccs1)N1CC(CO)C2(CCNCC2)C1 (stereo unspecified),-6.5%
CCn1nccc1C(=O)N1CCCC(c2nnnn2-c2ccccc2)C1 (stereo unspecified),-14.3%
CC(NC(=O)c1noc(-c2ccc3c(c2)OCO3)n1)c1ccccc1 (stereo unspecified),i
CN1CCC(OCCCn2ccnc2-c2ccccc2C(=O)O)CC1,15.3%
O=C(N[C@@H](Cn1cc(Cl)c(=O)[nH]c1=O)C(=O)O)C1CC1,16.8%[44.1 µM]
COc1ccc(N2CC(NC(=O)CCCc3ccccc3)CC2=O)cc1 (stereo unspecified),i
C#CCNC(=O)c1onc(-c2ccc(F)cc2)c1[C@H](C)O,-19.1%[44.1 µM]
CN1CCCC2(Cc3ccccc3CN(C(=O)c3ccc(Cl)cc3)C2)C1 (stereo unspecified),?

An excerpt of these results, field by field.
> COC(=O)c1ccc2nc(CO[C@H]3CN(C(C)=O)C[C@H]3F)[nH]c2c1
  Pf Dd2 inh: 1.8%[44.1 µM]

> O=C(c1cccs1)N1CC(CO)C2(CCNCC2)C1 (stereo unspecified)
  Pf Dd2 inh: -6.5%

> CCn1nccc1C(=O)N1CCCC(c2nnnn2-c2ccccc2)C1 (stereo unspecified)
  Pf Dd2 inh: -14.3%

> CC(NC(=O)c1noc(-c2ccc3c(c2)OCO3)n1)c1ccccc1 (stereo unspecified)
  Pf Dd2 inh: i

Going on with the list:
molecule,Pf Dd2 inh
COc1cccc2c1OCC(Cc1cccc(N3CCNCC3)c1)C2 (stereo unspecified),-15.2%
Cc1c(CCNC(=O)Cc2ccc(F)cc2)sc2nc(-c3ccc(F)cc3)nn12,4.2%
COc1ccc(N2CCN(CC(O)COc3c(OC)cccc3OC)CC2)cc1 (stereo unspecified),11.8%
Cc1ccc2nc(CO[C@H]3CN(Cc4ccc(Cl)cc4)C[C@H]3F)[nH]c2c1,-5.1%[44.1 µM]
C#CCNC(=O)c1c(-c2ccc(F)cc2)noc1[C@H](C)O,-12.6%[44.1 µM]
OC1(c2csc(CN3CCOCC3)n2)CCN(Cc2ccc(C(F)(F)F)cc2)CC1,6.9%
COc1ccc(NC(=O)Cn2c(-c3ccc(F)cc3)nc(C)cc2=O)c(OC)c1,i
COc1ccc(C(=O)N2CCc3nc(C)nc(-c4ccc(OC)cc4)c3CC2)cc1,i
COc1ccc(CN2CCC3(C2)C(=O)N(Cc2ccccc2)c2ccccc23)cc1 (stereo unspecified),i
COc1ccc(CNC(=O)NCC23CCCC=C2NC(=O)CC3)cc1 (stereo unspecified),2.3%
Cc1ccc(SCCNC(=O)CN(c2cccc(C)c2C)S(C)(=O)=O)cc1,34.9%[activator]
Cc1ccccc1CCNC(=O)c1ccc2c(c1)c(C)c(C)n2C,13.0%
COc1cccc(Nc2csc(CN3CCCC(C)(NC(C)=O)C3)c2)c1 (stereo unspecified),7.94µM*
COCc1ncc(C)n1C1CCCN(C(=O)c2ccn(C)n2)C1 (stereo unspecified),16.5%
Cc1cccn2c3c(c(=O)nc12)C(c1ccc(F)cc1)CC(=O)N3 (stereo unspecified),9.5%
Cc1ccc(CN2CCOCCNC(=O)CC2)o1,0.0%
COc1ccc(CNC(=O)N2CC(N(C3CCOCC3)S(C)(=O)=O)C2)cc1,-23.1%
COc1ccc2nc(CO[C@H]3CN(C4CCN(C(C)=O)CC4)C[C@H]3F)[nH]c2c1,?
CC(=O)NCCCC(=O)N1CNC(=O)C12CCN(C(=O)c1ccccc1)CC2,16.8%
O=C1NC2(CCN(Cc3ccccc3)C2)Oc2ccccc21 (stereo unspecified),i
Cc1cc(C(=O)NC(C)c2cnc(N3CCCCCCC3)nc2C)n[nH]1 (stereo unspecified),2.8%
CCC(CC)c1cc([C@H]2CN3CC[C@H]2C[C@@H]3CNC(=O)COC)nc(-c2ccncc2)n1,?
NC(=O)c1ccc(CC2CCNCC2)cc1,6.5%
Cc1ccccc1NC(=O)c1ccc(F)c(S(=O)(=O)NC2CCCC2)c1,i
CC(=O)N1CC2(Cc3ccccc31)CN([S+](=O)([O-])c1cccc(C(F)(F)F)c1)C2,i
CCC1CN(C(=O)C2CCN(S(=O)(=O)c3c(C)noc3/C=C/c3ccccc3F)CC2)c2cc(C)ccc2O1 (stereo unspecified),?
Cc1cnc(C(=O)N[C@@H]2CCC[C@@H]2C(=O)N2CCC(N3CCCCC3)CC2)cn1,?
COc1ccc(CNc2ncnc3c2c(-c2ccccc2)cn3-c2ccc(C)c(Cl)c2)cc1,?
Cn1ncc(N2CCC(NC(=O)C3CCC3)CC2)cc1=O,9.1%
COc1ccccc1CNC(=O)c1cc(S(=O)(=O)N2CCCC(C)C2)cn1C (stereo unspecified),-17.5%
Cc1ncc(CC(=O)N2CCCC(C)(Cc3ccc4c(c3)OCO4)C2)c(=O)[nH]1 (stereo unspecified),-7.8%
CC(=O)c1ccc(N2CCN(C(=O)c3cc(S(=O)(=O)N4CCCCCC4)cn3C)CC2)cc1,?
Cc1cccc(OC(=O)c2snnc2C)c1,49.0%[activator][0.594 µM]
CN1C(=O)CC[C@]2(C(=O)N3CCN(c4ccccc4)CC3)CCCC[C@@H]12,-20.7%
CCCN1C(=O)Cc2ccccc2C1C(=O)NCc1ccc(Br)cc1 (stereo unspecified),i
COc1ccc(-c2cc(=O)n3[nH]cnc3n2)cc1,59.6%[activator]
c1ccc(Oc2cc3c(cn2)NCCN(Cc2ccc4[nH]ccc4c2)C3)cc1,-1.2%[44.1 µM]
CC(=O)N[C@@H]1[C@@H](NC(=O)Cc2cccs2)[C@H]2CCO[C@H]21,-17.7%
O=C1NCCCCCCN(C(=O)CCC2CCCC2)[C@H]2CCCC[C@@H]12,?
COc1ccccc1NC(=O)Cn1c(=O)n(Cc2nc(-c3ccccc3)no2)c(=O)c2ccccc21,?
CC(=O)N1CCC(N[C@@H]2CO[C@H](CNS(=O)(=O)c3ccccc3)[C@H]2O)CC1,-13.8%[44.1 µM]
COc1cccc(CN2Cc3nc(-c4cnn(C)c4)ccc3OCC2=O)c1,30.4%[44.1 µM]
Cc1cccc(-c2nc(CN3C(=O)CN=C(c4ccccc4)c4ccccc43)c(C)o2)c1,-21.6%
O=C(NC1CCN(c2cc(-c3ccccc3)[nH]n2)CC1)c1ccc2ccccc2n1,?
COc1ncccc1-c1cnc2[nH]cc(CC(=O)NC(C)C)c2c1,?
COc1ccc(C2(C(=O)N3CCC(Cc4ccccc4)CC3)CCOCC2)cc1,-14.4%
CCOCCOC(=O)c1ccc2c(c1)N(Cc1ccccc1C#N)C(=O)c1ccccc1S2(=O)=O,-7.8%
O=C(O)c1cccnc1SCc1cccc(Cl)c1,42.9%[activator]
COc1ccc(N(CC(=O)N2CCN(c3cc(C)ccc3C)CC2)S(=O)(=O)c2c(C)noc2C)cc1,i
COc1ccc(/C=C/c2ccc3c(c2)C(=O)N2C[C@@H](NC(=O)c4cccn4C)C[C@H]2C(=O)N3)cc1,-4.3%

Going on with the list:
molecule,Pf Dd2 inh
CN(Cc1cccnc1)C1CN(C(=O)C2CC2)C1,-1.1%
Fc1ccccc1-c1noc2c1CN(Cc1cccn1-c1nccs1)CC2,?
CCNC(=O)NC[C@H]1C[C@@H]2CCN1C[C@@H]2c1cc(C2CCCCC2)nn1C,?
CN(C)C[C@@H]1CN(c2ncccn2)C[C@H]1NC(=O)c1cccc(F)c1,-11.3%
CCNC(=O)c1ccc2c(c1)C1(CCCN(C)C1)CN2C (stereo unspecified),i
Fc1ccc2nc([C@H]3CCN(Cc4ccccc4F)C3)[nH]c2c1,?
Cc1ccc(C)c(N2CCN(c3ncnc4onc(C)c34)CC2)c1,-1.5%
CCc1ccc2c(c1)c(=O)c(C(=O)c1ccc(C)cc1)cn2CC(=O)Nc1ccc2c(c1)OCCO2,?
CC(C)n1cc(-c2cc(C(=O)N(C)Cc3cccnc3)c3cc(F)ccc3n2)cn1,-22.2%
Cc1ccc2nc(Cl)c3cc(C(=O)N4CCCC(C)C4)sc3c2c1 (stereo unspecified),?
CCc1nn(CC(=O)NCc2ccccc2)c(=O)c2cccn12,6.5%
CC1=C(C(=O)N2CCC(CCC(=O)Nc3ccc4c(c3)OCCO4)CC2)OCCO1,?
Cc1nn2c(c1-c1ccccc1[S+](C)(=O)[O-])N(Cc1ccccc1F)CCC2,i
CN1C(=O)C(CC(=O)NCc2ccccc2F)Sc2ncccc21 (stereo unspecified),-20.8%
CCc1ccc(OCC(=O)Nc2cc(-c3nc4cc(C)ccc4o3)ccc2C)cc1,9.0%
CCCc1noc(-c2cccn3c(CNC(=O)c4ccc(C)cc4)nnc23)n1,12.6µM*
COc1ccc(-c2noc(CC3CCN(C(=O)c4ccc(C)nc4)CC3)n2)cc1,i
Cc1ccc(CCNC(=O)C(NS(=O)(=O)c2ccc3c(c2)oc(=O)n3C)C(C)C)cc1 (stereo unspecified),i
CN(C)CC(=O)Nc1ccc2n(c1=O)C[C@H]1C[C@@H]2CN(C(=O)c2ccc(-c3ccccc3)cc2)C1,-6.3%
COc1ccc(CC(=O)N2CCC[C@H]2c2nc(-c3ccccc3)no2)cc1,i
O=C(COc1ccccc1F)Nc1nnc(S(=O)(=O)N2CCCCCC2)s1,36.2%[activator][5.79 µM]
CC(C)(C)CC(=O)N1CCN2C(=O)N(CC(N)=O)C(=O)[C@@H]2C1,-1.3%[44.1 µM]
Cc1c(C(=O)N(Cc2cccc(Cl)c2)Cc2ccco2)oc2ccccc12,3.3%
Cc1ccc(OC2(C(=O)NCc3ccccc3-n3ccnc3)CCNCC2)cc1,-28.8%
CCn1cc(C(=O)N2CCN(c3cccc(C)c3C)CC2)c2cc(OC)c(OC)cc2c1=O,?
Cc1cccc(C)c1NS(=O)(=O)c1ccc(NS(=O)(=O)c2ccc3c(c2)OCCO3)cc1,37.3%
CCCNC(=O)N1CCN(S(=O)(=O)c2ccc3c(ccn3C)c2)CC1,27.9%
COCc1ccc(C(=O)N2CCN(CCO)CC(O)C2)cc1 (stereo unspecified),-3.5%
COCCNc1ncccc1-c1noc([C@@H]2CCCN2C2CCC2)n1,-18.4%[44.1 µM]
CCCCN(CC)CCNC(=O)c1nn(-c2ccc(OC)cc2)c(=O)c2c1c1ccccc1n2C,?
O=C(CSc1nnc(-c2ccccc2)c(-c2ccccc2)n1)NCCc1ccccc1,i
Cc1ccc(Sc2ccc(N3CCCC(C(=O)Nc4ccc(F)cc4)C3)nn2)cc1 (stereo unspecified),?
CCS(=O)(=O)N1C[C@@H]2C(=O)N(CCC3CCN(C(C)C)CC3)C(=O)[C@@H]2C1,19.1%
O=c1c2ccccc2nc(/C=C\c2cccc(Br)c2)n1-c1ccc(O)cc1,-1.2%
Cc1ccccc1NS(=O)(=O)c1ccc2[nH]cc(C(=O)NC(C)c3ccccc3)c(=O)c2c1 (stereo unspecified),?
CCC(CC)C(=O)NC1CCN(C(=O)N2CC3CC(C2)[C@H]2CCCC(=O)N2C3)CC1 (stereo partly specified),8.5%
Cc1ccc(C)c(NC(=O)C(C)N(c2ccccc2)S(C)(=O)=O)c1 (stereo unspecified),32.9%
Cc1ccc(-c2cc3c(n2-c2ccc(F)cc2)CC(C)(C)CC3=O)cc1,?
Cc1cc(C(=O)N2CCC3(CCNCC3)CC2)c2cccc(C)c2n1,-5.8%
COc1ccccc1CNC(=O)C1CCN(C(=O)c2sccc2-n2cccc2)CC1,2.2%
O=C(CSc1nc(=O)n(CCN2CCOCC2)c2c1CCC2)Nc1cccc(Cl)c1,i
Cc1ccc(NC(=O)C2CCCCC(=O)N2)cc1 (stereo unspecified),9.7%
CCCn1c(C)cnc1CCNC(=O)c1ccc(OC)nc1,-18.0%
Cc1ccc(=O)n(CC(=O)N[C@H]2CN(S(C)(=O)=O)C[C@@H]2C(C)C)n1,5.4%
COc1cccc2c1OCC(C(=O)NCCc1ccc(N(C)C)cc1)C2 (stereo unspecified),i
O=C(CC1CCN(C(=O)Cc2ccccc2F)C1)NC1CC1 (stereo unspecified),38.9%
COc1ccc(C2Cn3nnc(C(=O)N4CCC(C(=O)NCc5cccc(C)c5)CC4)c3CO2)cc1 (stereo unspecified),-16.6%
CC(Oc1ccc(Cl)cc1)C(=O)NCc1nnc2ccc(-c3ccccc3)nn12 (stereo unspecified),-28.8%
Cc1ccc(S(=O)(=O)Nc2ccc(C)n(CC(=O)O)c2=O)cc1,18.5%
O=C(Nc1ccc2c(N3CCOCC3)ncnc2c1)c1ccco1,-29.9%
Cc1cc(C)c(NC(=O)Cn2nnc(S(=O)(=O)c3ccc(C)c(C)c3)c2N)c(C)c1,5.7%
COc1cccc(-c2ncc3c(n2)OCCN(c2cccc(C(F)(F)F)c2)C3=O)c1,-16.8%[44.1 µM]
Cc1ccc2c(c1)C(c1ccccc1)N(C(=O)c1ccc(S(=O)(=O)N3CCCC3)cc1)CC(=O)N2 (stereo unspecified),-21.5%
